Compound activity (PubChem)
VIM-2 inh: inhibitors of Pseudomonas aeruginosa VIM-2 metallo-beta-lactamase | purified VIM-2, nitrocefin hydrolysis, epi-absorbance fluorescence | inhibition, % at 5.6 µM | 290,000 compounds, 0.89% hits | AID 1527;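 active = inhibition above the mean of all tested compounds plus 3 SD, cutoff set per screening run, cut at about 7.5% in these data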;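 also: red hydrolysis product quenches plate fluorescence so inhibitors raise well fluorescence; 0% = enzyme with DMSO and 100% = DMSO without enzyme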
GalR3 antag: antagonists of human GalR3; O60755; HEK293 GalR3-CNG cAMP membrane potential fluorescence; galR3 body fused to GalR1 C-terminus; inhibition, % at 3 µM; 360,000 compounds, 0.44% hits;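 active = inhibition above the screen-wide average plus 3 SD, cut at about 13% in these data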;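 also: forskolin and galanin both at EC90 stimulate the cells; cAMP rise reported by CNG channel membrane potential dye signal; 0% = forskolin plus galanin with DMSO and 100% = forskolin alone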
Target sequence (O60755 1-299 limits assumed): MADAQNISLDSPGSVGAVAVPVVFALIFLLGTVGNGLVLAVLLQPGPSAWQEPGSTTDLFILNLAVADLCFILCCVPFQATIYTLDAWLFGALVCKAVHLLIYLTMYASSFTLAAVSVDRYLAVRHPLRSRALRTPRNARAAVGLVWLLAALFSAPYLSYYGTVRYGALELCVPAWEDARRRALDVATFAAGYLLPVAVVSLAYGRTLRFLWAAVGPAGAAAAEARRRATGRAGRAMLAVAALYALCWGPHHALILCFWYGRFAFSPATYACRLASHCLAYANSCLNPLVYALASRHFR
CRFR2-BP antag: CRF-BP/CRF-R2 complex antagonism; HEK293 CRF-R2/CRF-BP, CRF-induced calcium fluorescence; inhibition, % at 11.8 µM; 350,000 compounds, 0.59% hits;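 active = inhibition of the ligand-induced calcium signal above about 50% at the single tested concentration, limit read from the data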
p-CIP stab down: p/CIP protein destabilization | Q05BA5 | F442A p/CIP-EGFP cells, EGFP fluorescence, 16 h | decrease of EGFP signal, % at 10 µM | 290,000 compounds, 0.01% hits;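 active = EGFP signal decrease of at least 30% at 10 µM or well 3 SD below plate mean, unless failing retest; inactive = the rest, including hits failing retest or dose response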; also: some compounds called inactive have numbers as strong as hits; many of its hits are not listed in these tables
NS3 helicase inh: blocks Hepatitis C virus NS3 helicase unwinding; NS3 helicase DNA unwinding, Cy5 molecular beacon fluorescence; inhibition, % at 10.9 µM; 290,000 compounds, 0.56% hits; AID 1800;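 active = inhibition above the mean of all tested compounds plus 3 SD, set per campaign, cut at about 35% in these data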;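 also: 0% = DMSO wells and 100% = thioflavine S control wells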
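System: HCV NS3 helicase fragment; control set: DMSO and thioflavine S; technique: Cy5 fluorescence at 0 and 60 min, beacon hairpin quenching; reagent: beacon DNA duplex substrate plus ATP; replicates: singlicate; schedule: 1 h reaction at 25 °C, ATP-initiated; medium: MOPS buffer pH 6.5 with MgCl2, DTT, Tween20, BSA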
IDE cell inh: inhibitors of human insulin-degrading enzyme in cells | P14735 | HEK cells, FAbetaB cleavage, fluorescence polarization | inhibition, % at 5.59 µM | 320,000 compounds, 0.41% hits | AID 434962;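 active = percent inhibition above the average of all tested compounds plus 3 SD, set per screening campaign, cut at about 16% in these data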;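 also: IDE supplied by intact live HEK cells; FP after avidin binding of uncleaved biotin substrate so inhibition keeps polarization high; 0% = DMSO wells and 100% = 60 µM reference IDE inhibitor Ii1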
IDE act: boosts human insulin-degrading enzyme activity in HEK cells. FAbeta-B cleavage, fluorescence polarization; 0% vehicle, 100% cell-free pure enzyme wells. activation, % at 5.96 µM. 340,000 compounds, 0.073% hits. AID 493087;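 active = activation above the mean of all tested compounds plus 3 SD, set per screening campaign, cut at about 17% in these data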
SUMO HTRF inh: inhibitors of human SUMOylation (UBC9) | HTRF SUMOylation assay, SAE1/SAE2 + UBC9, in vitro | inhibition, % at 35 µM | 290,000 compounds, 0.36% hits | AID 2006; in the data active = inhibition above about 50%, passing the limit was not always enough; also: strong numbers were not always called active
Target sequence (P63279 whole entry, looked up): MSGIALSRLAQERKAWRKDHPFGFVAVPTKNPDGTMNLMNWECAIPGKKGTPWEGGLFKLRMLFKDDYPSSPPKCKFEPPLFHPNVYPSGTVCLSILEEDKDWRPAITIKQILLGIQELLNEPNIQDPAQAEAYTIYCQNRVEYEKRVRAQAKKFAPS
IMP-1 inh: inhibitors of Pseudomonas aeruginosa IMP-1 metallo-beta-lactamase. purified IMP-1, nitrocefin hydrolysis, epi-absorbance fluorescence. inhibition, % at 5.6 µM. 290,000 compounds, 0.45% hits;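 active = inhibition above the mean plus 3 SD of all compounds in the same screening run, cut at about 4.5% in these data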;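 also: 0% = IMP-1 with DMSO and 100% = DMSO wells lacking enzyme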
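System: purified IMP-1; amount: IMP-1 0.2 nM before substrate addition; compound: single dose, 5.6 µM; times: 25 °C, 15 min preincubation, 25 min reaction; signal: Epi-absorbance via hydrolysed-nitrocefin quenching of white-plate fluorescence, 480/530 nm, EDTA stop; benchmarks: DMSO with and without IMP-1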
* marks the source's active call; other numbers are inactive results; . = no result given.

SMILES	VIM-2 inh	GalR3 antag	CRFR2-BP antag	p-CIP stab down	NS3 helicase inh	IDE cell inh	IDE act	SUMO HTRF inh	IMP-1 inh
COCCC(=O)N1CCCC(N2CCN(c3ccc(F)cc3)CC2)C1 (centres undefined)	-2.0	-8	7	6	6	0	4	2	-2.8
Cc1nn(-c2ccccc2)nc1C(=O)Nc1ccc2[nH]ncc2c1	0.4	-2	3	8	-6	7	3	20	-2.4
CCCc1cc(C(=O)NCc2ccco2)no1	-2.1	.	8	-6	-2	8	0	2	-4.1
CC(=O)NNc1[nH]c2c(c(=O)c1[N+](=O)[O-])c(=O)n(C)c(=O)n2C	-2.1	-1	6	3	-8	2	4	-6	-1.6
O=C(CNCc1ccccc1)Nc1ccc(Oc2ccccc2)cc1	-1.0	-7	-26	6	-17	-4	.	3	-3.5
O=C(C1CCN(S(=O)(=O)c2ccccc2)CC1)N1CCN(Cc2ccc3c(c2)OCO3)CC1	1.0	-3	-2	5	-9	-6	3	10	-1.7
O=c1[nH]c(N2CCN(Cc3ccccc3)CC2)nc2c1CCC2	2.0	9	5	-6	-11	4	.	14	-1.2
CC(=O)Nc1ccc(C(=O)OCC(=O)c2ccc(S(=O)(=O)N3CCCCC3)cc2)cc1	.	-3	-10	.	.	0	6	.	.
CCC(C)C(=O)Nc1nnc(SCC(=O)Nc2ccccc2F)s1 (centres undefined)	-1.7	5	-17	-3	-1	-5	-2	21	-2.4
FC(F)(F)c1cc(NCc2cccs2)n2ncnc2n1	-3.7	-2	28	-20	6	6	1	-12	-0.6
O=C(CCn1c(=O)oc2ccccc21)NCc1cccs1	0.2	-4	1	-3	18	-2	7	-37	-2.3
COC(=O)[C@@H](NC(=O)Nc1ccc2c(c1)OCCO2)C(C)C	-3.4	0	13	2	8	1	4	5	-2.9
CCS(=O)CCSc1nc2ccccc2s1 (centres undefined)	0.0	-7	8	6	8	6	-1	-16	-0.4
CNC(=O)c1sccc1S(=O)(=O)Cc1c(Cl)cccc1Cl	-2.6	0	16	-3	2	0	6	1	-6.5
O=C(Nc1cccc(-n2cnnn2)c1)c1ccccc1Br	-0.8	-5	24	2	53*	8	3	-2	0.8
COc1cc(OC)cc(-c2n[nH]c(=S)n2-c2ccc3c(c2)OCO3)c1	8.7*	-6	18	2	18	-4	-5	-2	-0.3
Cc1ccccc1CN1C(=O)c2ccccc2Sc2ccc(C(=O)NCCN3CCOCC3)cc21	-3.8	-9	-41	-12	-73	-1	1	13	-1.9
CCCCC/C=C/C1=CC(=O)C[C@H](c2ccc(Cl)cc2)C1	.	2	8	.	.	-2	2	.	.
CSc1nn(CCc2ccncc2)c(=S)s1	-3.2	-4	5	0	0	0	8	-6	-2.9
CC(C)CN(/C=N/c1sc2c(c1C#N)CCCCC2)CC(C)C	-3.8	1	1	1	5	-3	-3	9	-2.5
O=C(/C=C/Nc1ccccc1)c1ccc(Oc2ncccn2)cc1	-0.2	-5	-37	-6	-5	2	15	9	-0.2
O=C(O)/C=C/c1ccc(-c2cccc(C(F)(F)F)c2)o1	-2.9	-8	-6	-1	25	-2	3	24	-1.3
COc1cccc(C(=O)NCc2ccc3c(c2)OCO3)c1	-0.6	-10	-4	-6	3	1	3	3	0.2
Cc1csc2nc(CNS(=O)(=O)c3ccc(-c4ccccc4)cc3)cn12	-1.5	.	-44	9	-4	-1	-1	-23	-4.2
CCCN(CC(=O)Nc1cc(Cl)ccc1Cl)C(=O)c1ccc(N2CCCC2=O)cc1	.	-6	-20	.	.	-3	1	.	.
CC1(C)C(=O)C2(CCCCC2)C(=O)OC1c1cccn1-c1ccc([N+](=O)[O-])cc1 (centres undefined)	-0.3	-1	-86	-3	4	0	-2	-9	-0.6
O=C(C1CCN(S(=O)(=O)c2ccc3ccccc3c2)CC1)N1CCN(c2ncccn2)CC1	-4.1	-3	-4	-4	-4	2	-2	18	-3.2
CCn1c(C)c2c([n+]1CC)CC(C)(C)CC2=O	-1.8	4	6	-2	-1	4	2	11	1.1
COc1ccccc1-c1cn[nH]c1-c1ccc(O)cc1O	0.1	-10	-10	-4	-8	-2	-1	8	-2.4
CCOCCn1ccc2c(OCC(=O)Nc3ccccc3OC)cccc2c1=O	.	-3	-5	.	.	-3	4	.	.
c1cnc(Oc2ccc3oc4ccccc4c3c2)nc1	0.4	-2	-1	2	0	0	3	2	-1.3
c1ccc(CCc2nn3c(Cn4cnc5ccccc54)nnc3s2)cc1	-0.5	-6	1	-12	9	0	-1	1	-4.6
O=C(c1ccc(Cl)c([N+](=O)[O-])c1)N1CCN(Cc2ccc3c(c2)OCO3)CC1	-2.5	-3	-1	-11	7	-1	6	-1	-2.2
C=CCC[C@@H](Cc1ccc(F)cc1)C(=O)OC[C@H](C)NC(=O)[C@@H](CC=C)CC(=O)N(CCO)Cc1ccccc1	.	-5	12	.	.	1	2	.	.
CCOC(=O)c1c(NC(=O)CN2CCN(C(=O)c3ccco3)CC2)sc(C(N)=O)c1C	-0.1	-4	17	-11	5	6	-8	10	-2.9
Cc1ccc(CNC(=O)C(=O)NCC2OCCN2C(=O)c2cccs2)cc1 (centres undefined)	0.1	-4	-21	-5	3	1	1	5	-0.3
CCOC(=O)CS(=O)(=O)c1ccc2ccccc2c1	-3.3	-3	12	5	-2	2	5	0	-3.8
O=C(NC(=S)Nc1ccccc1[N+](=O)[O-])c1ccccc1Cl	0.6	-7	-3	-5	8	5	1	26	-0.6
O=C(NCc1nnc(SCC(=O)N2CCCC2)o1)c1ccccc1	0.8	-3	-2	-13	7	8	5	12	-2.3
CCOC(=O)CN1C(=O)C(Sc2n[nH]c(-c3ccc(C)cc3)n2)CCc2ccccc21 (centres undefined)	0.5	-10	-35	-5	-7	3	3	-10	-0.5
CC1CCCC(NC(=O)COC(=O)c2ccc(N(C)C)cc2)C1C (centres undefined)	-1.7	-1	-14	3	0	8	3	6	-2.4
O=C(NC(Cc1c[nH]c2ccccc12)c1nnc2n1CCCCC2)c1cccs1 (centres undefined)	-3.0	-1	-18	4	-3	8	4	0	-0.5
CCc1cccc2c(C(=O)COC(=O)c3ccc([N+](=O)[O-])s3)c[nH]c12	-0.6	-3	-56	-14	-26	7	-4	-16	-1.1
CC(=O)Nc1cccc(NC(=O)COC(=O)C2CC3CCCC(C2)C3=O)c1 (centres undefined)	-0.9	-1	-13	-4	-2	6	-3	9	-0.8
O=C(Nc1ccc(NC(=O)C23CC4CC(CC(C4)C2)C3)cc1)c1cc(F)c(F)cc1Cl	-1.5	-2	-1	5	-1	-1	5	-12	-2.6
COc1cc(OC)c(-c2nnc(-c3ccc(OC)c(OC)c3OC)o2)cc1OC	1.2	-7	-5	-7	-2	-2	1	30	-1.0
O=C(O)CC12CC3CC(C1)CC(n1ncc(NCc4ccc(F)cc4)c(Cl)c1=O)(C3)C2	-2.3	-3	-11	-6	18	11	-6	0	-2.7
COC(=O)C1=C(C)NC(=O)C1(NC(=O)c1cccnc1)C(F)(F)F (centres undefined)	-1.5	-7	-9	2	-5	3	3	1	-4.2
CCCNC(=O)CSCc1nc(-c2ccc(SC)cc2)oc1C	-2.2	-5	-7	5	19	-2	-4	5	-2.4
COc1ccc(-c2nn(CCC#N)cc2C(=O)Nc2cccc(C(=O)O)c2)cc1[N+](=O)[O-]	1.2	-8	1	-8	1	-13	3	7	-1.4

The list goes on:
SMILES	VIM-2 inh	GalR3 antag	CRFR2-BP antag	p-CIP stab down	NS3 helicase inh	IDE cell inh	IDE act	SUMO HTRF inh	IMP-1 inh
COc1cccc(-n2nnc3c(=O)n(Cc4c(F)cccc4Cl)cnc32)c1	-1.8	-5	-12	0	-4	-5	6	-1	-3.2
O=C(O)Cc1ccc(NC(=O)Nc2cccc(Cl)c2)cc1	2.8	-7	0	-11	11	1	-2	14	-0.3
O=C(O)c1cc(-c2ccc3c(c2)OCO3)nc2ccc(Cl)cc12	-1.9	-4	-13	-23	14	-2	6	10	-1.7
COC(=O)[C@@H]1C[C@@]2(O)[C@@H](O)[C@@H](O)[C@@H](O)C[C@H]2N1Cc1ccc(Cl)cc1	.	-3	16	-8	.	5	5	23	.
CC(=O)Nc1ccc(S(=O)(=O)N2CCN(C(=O)c3cccnc3)CC2)cc1	-0.7	-4	5	-13	2	-1	-2	29	-0.6
COc1cccc(NC(=O)N2CCC(NC(=O)c3ccco3)CC2)c1	-3.3	-8	14	-26	-7	-4	2	6	-2.5
COc1ccc(C2NC(=O)NC(C)=C2C(=O)OCc2ccc3c(c2)OCO3)cc1OC (centres undefined)	-1.4	8	-11	-3	-9	7	0	-1	-3.3
CCOC(=O)C1CCN(C(=O)COc2ccc(Cl)cc2)CC1	-1.1	-6	27	2	-1	-3	2	-19	-1.8
Cc1cccc(N(C)S(=O)(=O)c2c[nH]c3ccc([N+](=O)[O-])cc23)c1	-1.1	-8	-5	-4	-18	9	1	-10	0.5
O=C(Nc1ccccc1Cl)NC1(C(=O)NCc2cccnc2)CCCCC1	-1.6	-8	4	-3	22	7	-3	8	-0.8
Cc1nn(-c2ccccc2)c(C)c1/C=C/C(=O)OCC(=O)Nc1ccc(C(N)=O)cc1	.	-3	0	.	.	1	1	.	.
Cc1cc2c(cc1S(=O)(=O)N(C)c1ccccc1)NC(=O)CO2	1.4	-9	-19	8	-5	3	-3	-6	-2.6
O=C(CN1C(=O)NC2(CCc3ccccc32)C1=O)c1ccc2c(c1)OCCO2 (centres undefined)	-4.5	-3	-28	14	4	0	1	1	-3.6
CCc1ccc(N(CC(=O)Nc2nc3ccc(C)cc3s2)S(=O)(=O)c2c(C)noc2C)cc1	-0.8	-2	-15	-5	-58	4	5	-21	-3.2
O=C(Nc1ccc(-c2csc(Nc3ccc(Cl)cc3)n2)cc1)c1cc([N+](=O)[O-])cc(C(F)(F)F)c1	.	8	-8	6	.	1	-1	-18	.
O=C1CCC(C(=O)OC(C(=O)Nc2ccc([N+](=O)[O-])cc2Br)c2ccccc2)=NN1 (centres undefined)	.	-5	-2	.	.	0	6	.	.
O=C(NCCC(=O)N1CCN(Cc2c(F)cccc2Cl)CC1)c1ccc(Cl)cc1	.	4	0	.	.	1	7	.	.
CCSC1=C(C#N)C(CC(C)C)C2=C(CCCC2=O)N1 (centres undefined)	2.1	-8	9	0	-7	4	.	29	-0.1
O=C(OCC(=O)c1cccc2ccccc12)c1ccc(CO)cc1	1.2	-1	-11	-31	-18	2	8	9	-1.5

3 compounds from above, sorted by their value in IMP-1 inh, lowest first:
mol,IMP-1 inh
O=C(CN1C(=O)NC2(CCc3ccccc32)C1=O)c1ccc2c(c1)OCCO2 (centres undefined),-3.6
CCc1ccc(N(CC(=O)Nc2nc3ccc(C)cc3s2)S(=O)(=O)c2c(C)noc2C)cc1,-3.2
O=C(OCC(=O)c1cccc2ccccc12)c1ccc(CO)cc1,-1.5
